# HEK293 tox – cytotoxicity counter-screen for GLP-1 receptor inverse agonists. HEK293 cAMP-luciferase reporter cells, luminescence, 24 h. 410,000 tested, 0.13% active. Potency, µM (titrated, usually from 38.3 µM), for inactives: at the top dose activity change, negative = inhibition, usual class: inhibitors. AID 624418;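 note: loss of luciferase light is scored as toxicity; potency is the fitted concentration of half-maximal effect; % is set by controls: 0 for no effect and ±100 for the full control effect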
#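 To flag toxic compounds, the library was rerun on cells for 24 hr at 37 deg C and 5% CO2. Viability-linked luminescence was captured 12 min after adding luciferase detection reagent.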
# D3 ag – agonists of human D3 dopamine receptor. P35462. D3R DiscoveRx beta-arrestin cells, luminescence, 90 min. max activation, %. 410,000 tested, 0.58% active. AID 652048; in the data active = max activation above about 30%; note: 0% is about no effect; mostly tested at two doses, the higher about 12 µM
# Target sequence (P35462 whole entry, looked up): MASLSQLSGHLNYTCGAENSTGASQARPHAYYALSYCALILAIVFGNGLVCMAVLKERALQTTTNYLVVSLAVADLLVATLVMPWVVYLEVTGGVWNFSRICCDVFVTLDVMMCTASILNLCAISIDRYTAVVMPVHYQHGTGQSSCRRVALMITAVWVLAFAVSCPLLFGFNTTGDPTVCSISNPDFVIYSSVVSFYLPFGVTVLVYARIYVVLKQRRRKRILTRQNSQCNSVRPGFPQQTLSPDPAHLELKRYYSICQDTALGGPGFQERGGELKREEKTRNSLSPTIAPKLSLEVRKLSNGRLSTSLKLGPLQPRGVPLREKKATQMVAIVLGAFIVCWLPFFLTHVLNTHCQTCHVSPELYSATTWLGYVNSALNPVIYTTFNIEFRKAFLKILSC
#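 Cells at 1500/well, incubated overnight, then treated with pinned compounds (dopamine as control) for 90 min at 37 degrees C. DiscoveRx reagent added for 30 - 60 minutes at room temperature; luminescence read.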
# TDP43 rescue – rescues yeast growth from TDP-43 toxicity; Potency, µM (highest dose often 46.1 µM), for inactives: at the highest dose growth rescue (activation), actives largely listed as activators; AID 652104; TDP-43 expressing yeast growth rescue, BacTiter-Glo, 24 h; 410,000 tested, 1.8% active; note: potency is the fitted concentration of half-maximal effect; % of control where 0% means no effect; nearly all actives have a fitted effect of over 50% in size
#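 In this qHTS, compounds that restore growth of yeast expressing TDP-43 appear as activators. Cells (OD600=0.02, galactose medium, raffinose-pregrown) are incubated with compound 24 hr at 30 deg C and growth is quantified by BacTiter-Glo.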
# KB-V1 MDR tox – kills drug-selected multidrug resistant KB-V1 cells. 400,000 tested, 3.4% active. AID 1347076. KB-V1 MDR cells viability, CellTiter-Glo, 72 h. Potency, µM (top dose mostly 46.1 µM), for the others: at the top dose activity change, negative = cytotoxicity, usual class: cytotoxic; note: potency is the fitted concentration of half-maximal effect; % is set by controls: 0 for no effect and ±100 for the full control effect; nearly all actives have a fitted effect of over 60% in size
#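 Drug-selected KB-V1 cells, grown in DMEM lacking phenol red with 10% FBS, receive compound titrations; after three days at 37 degrees C, surviving cell ATP is quantified by CellTiter-Glo luminescence and responses normalized and curve-fitted.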
# D3 antag – blocks the human D3 dopamine receptor; P35462; D3R cells, DiscoveRx beta-arrestin luminescence, antagonist mode; active compounds read low; max response, negative = inhibition, %; 360,000 tested, 2.5% active; AID 652054; in the data active = max response below about -50%; inconclusive = no clear call, values can overlap the other calls; note: % is set by controls: 0 for no effect and ±100 for the full control effect; mostly tested at two doses, the higher about 12 µM
#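 Cells plated overnight at 1500 cells/well, then exposed to library compounds with dopamine controls for 90 minutes at 37 degrees C. DiscoveRx reagent added for 30–60 minutes at room temperature; luminescence read, quantitative HTS format.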
# PTHR1 agonist – activates the human parathyroid hormone receptor PTHR1; Q03431; HEK293 GP2 PTHR1 cells, GloSensor cAMP luminescence, 1 h; Potency, µM (titrated, usually from 115 µM), for the others: top-dose activation, usual class: activators; 410,000 tested, 0.075% active; AID 743266; note: potency is the fitted concentration of half-maximal effect; nearly all actives have a fitted effect of over 55% in size; some results filed as inactive show a strong effect at the top dose; inactives centre near -15; many of its hits are not listed in these tables
# Target sequence (Q03431 whole entry, looked up): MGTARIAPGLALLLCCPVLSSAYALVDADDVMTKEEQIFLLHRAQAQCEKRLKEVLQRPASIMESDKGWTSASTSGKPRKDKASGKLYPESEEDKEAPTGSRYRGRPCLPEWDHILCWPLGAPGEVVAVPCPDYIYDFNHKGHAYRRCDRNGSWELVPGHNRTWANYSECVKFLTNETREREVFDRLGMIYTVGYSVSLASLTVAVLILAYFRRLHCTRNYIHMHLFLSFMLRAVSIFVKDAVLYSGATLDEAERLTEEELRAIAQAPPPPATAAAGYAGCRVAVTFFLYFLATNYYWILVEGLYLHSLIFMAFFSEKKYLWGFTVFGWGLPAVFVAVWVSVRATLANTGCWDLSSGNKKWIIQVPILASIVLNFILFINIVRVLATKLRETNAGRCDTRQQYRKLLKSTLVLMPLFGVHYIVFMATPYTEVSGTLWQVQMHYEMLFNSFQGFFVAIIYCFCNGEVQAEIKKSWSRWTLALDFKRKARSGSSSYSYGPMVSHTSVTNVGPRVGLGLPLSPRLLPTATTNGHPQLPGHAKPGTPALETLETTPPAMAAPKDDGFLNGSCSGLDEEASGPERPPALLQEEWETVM
#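 HEK-293-derived GP2 cells expressing PTHR1 and a GloSensor cAMP reporter, 3,000/well, plated overnight, given luciferin plus IBMX (each 0.5 mM as added) for 1 h at 37 °C, then compound for 1 h at 37 °C. Luminescence was read after 15 min at room temperature.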
# aSyn yeast inh – rescues yeast growth from alpha-synuclein toxicity | 370,000 tested, 0.14% active | Yeast expressing alpha-synuclein, growth rescue, BacTiter-Glo, 24 h | AID 652106 | Potency, µM (highest dose often 46.1 µM), for the others: at the highest dose growth rescue (activation), usual class: activators; note: potency is the fitted concentration of half-maximal effect; % of control where 0% means no effect; nearly all actives have a fitted effect of over 65% in size
#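 Galactose-induced alpha-syn yeast (OD600=0.02, raffinose-pregrown) + pinned cpd, 24 hr, 30 deg C; growth by BacTiter-Glo luminescence. Growth restoration scores as activation.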
# GLP1R ag – agonists of human GLP-1 receptor; Potency, µM (series often up to 45.6 µM), for inactives: at the top dose activation, hits mostly activators; HEK293 GLP-1R CRE-luciferase, luminescence, 4-6 h; cells express a hypersensitive GLP-1R form; 380,000 tested, 0.007% active; P43220; note: potency is the fitted concentration of half-maximal effect; % of control where 0% means no effect
# GLP-1R inv ag – inverse agonists of human GLP-1 receptor. Potency, µM (titrated, usually from 38.3 µM), without a hit: top-dose activity change, negative = inhibition, most hits filed as inhibitors. HEK293 GLP-1R CRE-luciferase, luminescence, 24 h; GLP-1R form is constitutively active. 410,000 tested, 1.6% active. P43220; note: potency is the fitted concentration of half-maximal effect; % is set by controls: 0 for no effect and ±100 for the full control effect; nearly all actives have a fitted effect of over 55% in size
#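 Stable HEK293 clone (constitutively active GLP-1R + cAMP-response luciferase); 200 cells/uL plated, 12 h pre-culture, compound 24 hr, 37 deg C/5% CO2; detection reagent 12 min RT; luminescence.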
# Starred values were filed as active, the others as inactive; i = inactive; ? = inconclusive; · = no result given; & = joins results of further samples; [ ] = dose if it differs, or a comment. Unless noted, calls come from the whole dose curve; as a rule, active = well fitted curve in the direction sought with a large enough effect; inconclusive = small, poorly fitted or top-dose-only effect, or another doubt; inactive = no such curve, though single readings can be large; an effect the other way counts as inactive or inconclusive. Not all compounds are listed; count on the stated rates, not on these rows.
SMILES,HEK293 tox,D3 ag,TDP43 rescue,KB-V1 MDR tox,D3 antag,PTHR1 agonist,aSyn yeast inh,GLP1R ag,GLP-1R inv ag
CCCC(=O)Nc1nnc([C@H]2C[C@H](O)[C@@H](CO)O2)s1,2%,2,17%,-1%,-9,-8%,4%,-1%,22%
COCCC(=O)N1CCCC(CCC(=O)NCc2ccc(F)c(F)c2)C1 (stereo not given),-1%,-10,-16%[0.397 µM],0%,-21,i,0%,12%,3%
COCCNC(=O)C(=O)NCC1OCCN1C(=O)c1ccc(Cl)cc1 (stereo not given),5%,1,0%,0%,16,-3%,?,-7%,9%
CCC(=O)Nc1ccc(Cl)c(NC(=S)NC(=O)COc2ccc(Cl)cc2)c1,-14%,-1,19%,-9%,8,-4%,7%,-6%,3%
Cc1ccc(CN(Cc2ccco2)C(=O)c2oc3ccc(C)cc3c2C)cc1,22%,-4,-3%,-19%,·,i,·,·,?
OCCN1CCN(C(=S)Nc2ccc(SC(F)F)cc2)CC1,3%,3,25%,-18%,0,i,0%,1%,-6%
Cc1nc2c(sc(=S)n2Cc2ccco2)c(=O)n1CC(=O)Nc1ccccc1F,-9%,-7,-7%,23%,-3,-10%,0%,8%,?
O=C(COc1ccccc1)N1CCNC1=O,0%,-1,-26%,0%,26,i,-9%,-4%,7%
Cc1cccc(C(=O)NCC(=O)OCC(=O)NCCNC(=O)COC(=O)CNC(=O)c2cccc(C)c2)c1,8%,0,-18%,?,22,i,0%,-3%,18%
O=C(CCNC(=O)c1ccc(Br)cc1)Nc1cccc(S(=O)(=O)N2CCCC2)c1,6%,-25,12%,3%,-28,-34%[inhibitor],0%,9%,-6%
Cc1ccc(N2CC(C(=O)Nc3ccc4c(c3)OCO4)CC2=O)cc1 (stereo not given),2%,0,13%,0%,21,-5%,8%,1%,0%
CC(=O)Nc1ccc(S(=O)(=O)NCC2CCC(C(=O)N3CCCCCC3)CC2)cc1 (stereo not given),10%,7,-5%,-8%,-4,13%[57.5 µM],0%,0%,15%
COC(=O)c1cn(-c2cccc(C)n2)cn1,-5%,4,11%,?,10,i,-1%,-3%,18%
O=C(c1ccco1)N1CCN(Cc2csc(-c3ccccc3Cl)n2)CC1,17%,-48,0%,·,-23,0%,0%,9%,?
Cc1ccc([C@@H]2C[C@H]3CN(Cc4cccc(Cl)c4)C(=O)[C@]34CCCN24)o1,-4%,-3,-5%,3%,-5,-5%,7%,6%,-9%
CC(=O)c1c(C)oc2c1cc(NS(=O)(=O)c1ccc(C(=O)O)cc1)c1ccccc12,-5%,-12,-21%,-14%,-7,10%,-2%,0%,-12%
O=C(NCc1nnnn1-c1ccc(Cl)cc1)C(=O)c1c[nH]c2ccccc12,-5%,-8,14%,-17%,-17,-57%[inhibitor],-1%,1%,-23%
O=C(Cc1c(C(=O)O)[nH]c2ccccc12)NC1CCCC1,-5%,0,-20%,9%,6,i,-4%,0%,23%
O=C(N=C1SC2CS(=O)(=O)CC2N1c1ccc(F)cc1)C1CC1 (stereo not given),-3%,-2,-21%,15%,-4,i,-2%,7%,79%[activator]
CC1(C)Cc2c(cnn2-c2cccc(F)c2)C(NC(=O)c2ccc(=O)[nH]n2)C1 (stereo not given),1%,3,7%,19%,17,i,0%,1%,7%
CCOc1cccc(/C=N/NC(=O)c2cc(-c3cccn3C)n[nH]2)c1O,?,15,4%,?,8,-12%,3%,7%,?
CCS(=O)(=O)c1ccc2c(c1)N(S(C)(=O)=O)CC(C(=O)NC1CC1)O2 (stereo not given),-3%,2,6%,-1%,17,i,1%,-4%,10%
N#Cc1c(-n2ncnc2-c2ccccc2C(F)(F)F)sc2c1CCCCC2,-2%,3,17%,-1%,·,-48%[inhibitor],·,·,-2%
CC12CCC(C(=O)Nc3ccc(Br)cn3)(OC1=O)C2(C)C (stereo not given),14%,-4,-10%,-38%,-6,-8%,12%,9%,-7%
Cc1ccc(C(=O)N(Cc2ccc(N(C)C)cc2)Cc2ccco2)cc1,1%,5,?,·,·,-23%,·,·,?

# Next section
SMILES,HEK293 tox,D3 ag,TDP43 rescue,KB-V1 MDR tox,D3 antag,PTHR1 agonist,aSyn yeast inh,GLP1R ag,GLP-1R inv ag
Cc1ccnc2ccc(SC(F)(F)F)cc12,3%,6,-8%[0.397 µM],10%,7,i,0%,5%,7%
CC1CCN(C(=O)/C(=C\c2ccccc2)NC(=O)c2ccccc2)CC1,-2%,-2,0%,?,-14,i,3%,10%,-11%
CN(Cc1ccccc1)C(=O)[C@@H]1CCCN1C(=O)[C@@H]1CCCN1C(=O)c1ccccc1,14%,0,18%,-23%,-2,-14%,7%,-3%,1%
COc1cc(/C=C2\C(=O)N(c3ccc(S(N)(=O)=O)cc3)N=C2C)ccc1OC(=O)c1ccco1,-14%,-6,16%,7%,13,-44%[inhibitor],-6%,-7%,7%
CCN1CCN(C(=O)Cn2nc(C)c3sc4ccccc4c3c2=O)CC1,-6%,5,-6%,-6%,2,i,-6%,4%,3%
CN(C1(C)CCS(=O)(=O)C1)S(=O)(=O)c1cccc([N+](=O)[O-])c1 (stereo not given),-5%,-2,-4%,11%,20,i,-4%,2%,29%
COc1ccc(CCNC(=O)c2ccc3c(c2)N(Cc2ccc(C)cc2)CCS3)cc1OC,0%&6%,-15&-2,11%&22%,9%&-22%,-1,-8%,11%,6%,?
COc1ccc(N(CC(=O)NN=C2CCCCCCC2)S(=O)(=O)c2ccccc2)cc1,4%,-2,-17%,3%,-16,i,-1%,15%,7%
CCN(Cc1ccccc1)C(=O)c1nn(-c2ccc(OC)cc2)c(=O)c2c1c1ccccc1n2C,-17%&-8%,-4&1,-9%&5%,?,34,-13%&-31%,1%,24%,?
O=C(N/C=C\n1cnc2cc(C(F)(F)F)ccc21)c1ccc([N+](=O)[O-])cc1,-5%,-3,-15%,14%,8,-28%,1%,3%,-2%
Cc1cn2c(N)c(/C=C3\C=Nc4ccccc43)c(=O)nc2s1,-8%,-4,19%,-2%,-25,-1%,-11%,7%,8%
COCCn1c(SCC(=O)Nc2ccc3c(c2)OCCO3)nnc1C(C)C,-9%,-9,24%,-10%,-8,i,-1%,0%,9%
O=S(=O)(Cc1cc(-c2ccccc2Cl)no1)c1ccccc1,-1%,1,-7%[0.397 µM],-4%,-2,-21%,6%,8%,4%
Cc1c(NC(=O)C(C)OC(=O)CCc2c[nH]c3ccccc23)c(=O)n(-c2ccccc2)n1C (stereo not given),-11%,-7,-5%,-22%,-3,-12%,-8%,-4%,-8%
O=C(CN(C(=O)CCC(=O)Nc1nccs1)c1ccc(F)c(Cl)c1)NCc1ccco1,-12%,-10,-14%,33%,-3,i,5%,13%,-28%
Cc1cc(C)c2c(N)c(C(=O)Nc3ccc(C)c(C)c3)sc2n1,32%[activator],8,9%,23%,-3,-40%[inhibitor],-3%,-4%,2%
CCOCN(C(=O)CSc1nc2ccccc2[nH]1)c1c(C)cccc1CC,-2%,-10,10%,-21%,·,-9%,·,-4%,?
Cc1ccc(CNC(=O)C(=O)NCCCn2ccnc2)cc1,-20%,1,3%,-21%,34,-17%,4%,-26%,-19%
CCc1c(C)[nH]c2ccccc2c1=O,-11%,4,-7%,-15%,-11,-27%,-23%,2%,0%
Cc1nc(C)c(/C(O)=C/c2nc3ccccc3oc2=O)s1,-1%,-11,-23%,-2%,-6,i,-9%,18%,13%

# A different layout for some results above:
Compound	HEK293 tox	D3 ag	TDP43 rescue	KB-V1 MDR tox	D3 antag	PTHR1 agonist	aSyn yeast inh	GLP1R ag	GLP-1R inv ag
CC1CCN(C(=O)/C(=C\c2ccccc2)NC(=O)c2ccccc2)CC1	-2%	-2	0%	?	-14	i	3%	10%	-11%
CN(Cc1ccccc1)C(=O)[C@@H]1CCCN1C(=O)[C@@H]1CCCN1C(=O)c1ccccc1	14%	0	18%	-23%	-2	-14%	7%	-3%	1%
COc1cc(/C=C2\C(=O)N(c3ccc(S(N)(=O)=O)cc3)N=C2C)ccc1OC(=O)c1ccco1	-14%	-6	16%	7%	13	-44%[inhibitor]	-6%	-7%	7%
CCN1CCN(C(=O)Cn2nc(C)c3sc4ccccc4c3c2=O)CC1	-6%	5	-6%	-6%	2	i	-6%	4%	3%
CN(C1(C)CCS(=O)(=O)C1)S(=O)(=O)c1cccc([N+](=O)[O-])c1 (stereo not given)	-5%	-2	-4%	11%	20	i	-4%	2%	29%
COc1ccc(CCNC(=O)c2ccc3c(c2)N(Cc2ccc(C)cc2)CCS3)cc1OC	0%&6%	-15&-2	11%&22%	9%&-22%	-1	-8%	11%	6%	?
COc1ccc(N(CC(=O)NN=C2CCCCCCC2)S(=O)(=O)c2ccccc2)cc1	4%	-2	-17%	3%	-16	i	-1%	15%	7%
CCN(Cc1ccccc1)C(=O)c1nn(-c2ccc(OC)cc2)c(=O)c2c1c1ccccc1n2C	-17%&-8%	-4&1	-9%&5%	?	34	-13%&-31%	1%	24%	?
O=C(N/C=C\n1cnc2cc(C(F)(F)F)ccc21)c1ccc([N+](=O)[O-])cc1	-5%	-3	-15%	14%	8	-28%	1%	3%	-2%
Cc1cn2c(N)c(/C=C3\C=Nc4ccccc43)c(=O)nc2s1	-8%	-4	19%	-2%	-25	-1%	-11%	7%	8%
COCCn1c(SCC(=O)Nc2ccc3c(c2)OCCO3)nnc1C(C)C	-9%	-9	24%	-10%	-8	i	-1%	0%	9%
O=S(=O)(Cc1cc(-c2ccccc2Cl)no1)c1ccccc1	-1%	1	-7%[0.397 µM]	-4%	-2	-21%	6%	8%	4%

# Screening results from PubChem BioAssay.
